From PubChem
GALK inhibitor = galactokinase (human) inhibition | P51570 | Purified GALK, Kinase-Glo residual ATP luminescence | Potency, µM (top dose mostly 57.5 µM), without a hit: at the top dose activity change, negative = inhibition, actives largely listed as inhibitors | 270,000 compounds, 0.007% hits; also: potency is read from the fitted curve at half-maximal effect
Target sequence (P51570 whole entry, looked up): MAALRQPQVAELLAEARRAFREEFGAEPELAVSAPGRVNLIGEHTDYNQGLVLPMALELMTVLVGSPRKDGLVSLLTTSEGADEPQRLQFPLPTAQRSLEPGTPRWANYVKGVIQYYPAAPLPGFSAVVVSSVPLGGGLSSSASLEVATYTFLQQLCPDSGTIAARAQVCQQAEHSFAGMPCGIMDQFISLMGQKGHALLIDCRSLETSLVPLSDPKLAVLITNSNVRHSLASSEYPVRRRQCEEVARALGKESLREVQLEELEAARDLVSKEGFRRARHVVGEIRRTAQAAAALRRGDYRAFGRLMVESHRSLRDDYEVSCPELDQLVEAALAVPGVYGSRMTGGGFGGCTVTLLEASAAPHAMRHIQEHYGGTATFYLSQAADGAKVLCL
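The enzyme phosphorylates galactose (100 uM) using ATP (35 uM); inhibition is detected as higher residual ATP, quantified by bioluminescence after 1 h reaction at room temperature, pH 8.0.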
B2AR arrestin = recruits beta-arrestin to the human beta2-adrenergic receptor; P07550; beta-arrestin recruitment to beta2AR, cell-based reporter; Potency, µM (titrated, usually from 46.1 µM), inactives show top-dose activation, usual class: activators; 330,000 compounds, 0.02% hits;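 also: potency is read from the fitted curve at half-maximal effect; 0% = DMSO controls and full agonism = EC100 isoproterenol or metaproterenol; nearly all actives have a fitted effect of over 65% in size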
Target sequence (P07550 whole entry, looked up): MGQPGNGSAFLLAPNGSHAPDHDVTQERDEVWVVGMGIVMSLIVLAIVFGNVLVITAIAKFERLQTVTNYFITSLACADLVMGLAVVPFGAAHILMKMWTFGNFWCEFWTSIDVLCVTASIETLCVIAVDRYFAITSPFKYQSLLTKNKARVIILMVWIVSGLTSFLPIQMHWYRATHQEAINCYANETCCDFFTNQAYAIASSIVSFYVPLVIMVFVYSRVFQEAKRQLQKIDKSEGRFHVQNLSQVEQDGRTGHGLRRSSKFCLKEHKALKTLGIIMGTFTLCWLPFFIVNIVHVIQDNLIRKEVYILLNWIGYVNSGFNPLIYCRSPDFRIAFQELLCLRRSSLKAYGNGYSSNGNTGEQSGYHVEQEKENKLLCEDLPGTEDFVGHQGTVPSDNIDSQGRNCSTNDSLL
Giardia kill = kills Giardia lamblia; Giardia lamblia trophozoite viability; activity change, % at 7.66 µM, hits read low; 340,000 compounds, 0.15% hits; AID 540267; in the data active = activity change below about -80%; inconclusive = between about -30% and that limit;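 also: parasites exposed to compound for two days anaerobically before the ATP read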
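Compounds were tested on trophozoites seeded at 100 cells/well and held 48 hrs at 37 deg C anaerobically. An ATP-based luminescent kit measured the remaining live cells.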
KCNH2 3.1 inh = KCNH2 3.1 (human) potassium channel inhibition. U2OS KCNH2 3.1, thallium flux FluxOr; stronger effect = lower value. activity change, % (tested at about 1.8 µM). 340,000 compounds, 0.95% hits;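 active = maximum activity change below -70%; inconclusive = maximum activity change from -70% to -50%; inactive = maximum activity change above -50%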;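 also: thallium influx rate constant from kinetic fluorescence after stimulation buffer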
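We transduce U2OS cells with the mutant 3.1 virus, culture them overnight, load FluxOr with Red40 quencher for 45 min, then add stimulation buffer and read kinetically for 2 min to derive a normalized rate constant.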
Chronic BCR inh = chronic active BCR signaling inhibition. ABC-DLBCL IkBa-CBG/CBR reporter, luminescence ratio, 4 h. 340,000 compounds, 0.05% hits. Potency, µM (doses to about 46.1 µM), without a hit: at the highest dose ratio change, negative = lower green/red ratio, usual class: inhibitors; active = well fitted inhibition curve with a large enough effect in the signal ratio, with a control signal flat, not every such curve was filed as active; inconclusive = small, poorly fitted or top-dose-only effect, or effect the other way, or a change in a side signal; the % refers to the signal ratio;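 also: potency is read from the fitted curve at half-maximal effect; plate controls were basal doxycycline-induced cells for no effect and cells given 10 µM MG132 for full effect; MG132 reads +100%, hits lower the ratio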
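TMD8 ABC-DLBCL cells carrying doxycycline-inducible green luciferase fused to IkappaBalpha plus unfused red luciferase were exposed to compounds (up to 46 uM) for 4 hrs at 37C. Activity came from the overlap-corrected green/red luminescence ratio.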
KCNH2 WT inh = KCNH2 (human, wildtype) channel inhibition; Q12809; AID 720551; activity change, % at 1.84 µM; U2OS, BacMam KCNH2, thallium flux FluxOr; stronger effect = lower value; 340,000 compounds, 0.37% hits;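 active = maximum activity change below -70%; inconclusive = maximum activity change between -70% and -50%; inactive = maximum activity change above -50%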
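U2OS cells were transduced with wild-type KCNH2 virus (2.03 x 10^8 / mL) for 4 h at room temperature, then cultured overnight at 37 C. Thallium flux was read with FluxOr dye. Rate constants were normalized to DMSO controls.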
FBPA coupling cs = counter-screen for Giardia aldolase inhibitors: coupling enzyme system; coupling enzyme system counterscreen, AmpLite Red fluorescence; 290,000 compounds, 0.67% hits; AID 2472; activity change, negative = inhibition, % at 58.2 µM, hits read low; in the data active = activity change below about -30%
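Final compound at 57.5 uM, incubated 10 min at RT with coupling enzyme reagent (glyceraldehyde-3-phosphate), then 20 min with substrate and AmpLite Red detection. Fluorescence read at 525/598 nm; tests interference with the coupling assay, not aldolase inhibition.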
Eya2 phos inh = blocks the phosphatase activity of human Eya2; O00167; recombinant Eya2, OMFP fluorescence dephosphorylation (OMFP is methylfluorescein phosphate); Potency, µM (highest dose often 76.9 µM), without a hit: at the highest dose activity, negative = inhibition, actives largely listed as inhibitors; 330,000 compounds, 0.006% hits; AID 488837; also: potency is read from the fitted curve at half-maximal effect
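Eya2 protein (added as 0.2 uM solution) was preincubated with compound for 10 min at ambient temperature in 50 mM HEPES pH 7.5, 50 mM NaCl, 5 uM MgCl2, 0.05% BSA, 1 mM DTT. OMFP (added at 50 uM) then reacted 10 min; fluorescence read at 485/525 nm.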
USP2a inh = blocks human ubiquitin-specific protease USP2a; O75604; USP2 core, Ub-CHOP2 coupled fluorogenic reporter, 485/531; Potency, µM (doses to about 38.3 µM), inactives show top-dose activity change, negative = inhibition, most hits filed as inhibitors; 330,000 compounds, 0.01% hits; AID 463254;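 also: potency is read from the fitted curve at half-maximal effect; plate controls were DMSO wells for no effect and full inhibition by NEM control for full effect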
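Cell-free coupled assay: 10nM USP2 core preincubated 30min RT with compound in Tris-HCl pH 8.0/CaCl2/CHAPS buffer, then 25nM Ub-CHOP2 and 25nM reporter substrate; fluorescence (Ex 485/Em 531) read after 60min RT, normalized to NEM inhibition, concentration-response curves fitted.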
PKM2 act = activators of human pyruvate kinase M2; P14618; purified PKM2, Kinase-Glo ATP luminescence, activation; response scale: 0% is enzyme alone, no compound; Potency, µM (highest dose often 57.5 µM), without a hit: at the highest dose activation, actives largely listed as activators; 260,000 compounds, 0.34% hits; also: potency is read from the fitted curve at half-maximal effect; nearly all actives have a fitted effect of over 55% in size
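hPK-M2, >95% pure; 0.1 mM ADP / 0.5 mM PEP final; imidazole pH7.2 buffer w/ 7 mM MgCl2, 50 mM KCl; 1 h RT; Kinase-Glo lum. Intermediate enzyme activity for dual inhibitor/activator qHTS.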
uPA surface inh = cell surface uPA generation inhibition. cell surface uPA generation assay, qHTS. Potency, µM (doses to about 38.3 µM), inactives show at the top dose activity change, negative = inhibition, usual class: inhibitors. 330,000 compounds, 0.31% hits. AID 540303; active = well fitted inhibition curve with a large enough effect; inconclusive = small, poorly fitted or top-dose-only effect; inactive = no such curve, though single readings can be large or run the other way; tested in mouse RAW 264.7 cells; also: potency is read from the fitted curve at half-maximal effect; nearly all actives have a fitted effect of over 55% in size
* marks the source's active call; other numbers are inactive results; u = inconclusive; x = no result given; [ ] = remark or other dose. Unless noted, calls follow the shape of the dose curve; as a rule, active = well fitted curve in the direction sought with a large enough effect; inconclusive = small, poorly fitted or top-dose-only effect, or another doubt; inactive = no such curve, though single readings can be large; an effect the other way counts as inactive or inconclusive. Unless noted, % is scaled to controls: 0 for no effect and ±100 for the full control effect.

compound,GALK inhibitor,B2AR arrestin,Giardia kill,KCNH2 3.1 inh,Chronic BCR inh,KCNH2 WT inh,FBPA coupling cs,Eya2 phos inh,USP2a inh,PKM2 act,uPA surface inh
CC1CCN(c2ncnc3c2cnn3Cc2ccc(Cl)cc2)CC1,1%,-0.2%,-7,-12,u,-1,1,-30%,0%,12%,7%
CNc1nc(C)cc(C)c1S(=O)(=O)c1ccc(C)cc1,-2%,0.8%,-19,2,-1%,12,-2,-22%,2%,-3%,-7%
CC(=O)Nc1ccc2c(CSc3nncs3)cc(=O)oc2c1,0%,0.2%,0,-38,u,-1,0,5%,12%,16%,1%
Cc1ccc(C(=O)NN=CC(=O)c2ccccc2)c(C)c1,x,-0.2%,16,9,0%,-1,x,1%,1%,x,u
O=C(NCCS(=O)(=O)N1CCN(c2ccccc2F)CC1)C1CC(=O)N(c2ccc(F)cc2)C1 (stereo not given),-3%,0.1%,-25,3,0%,0,-3,-18%,0%,1%[0.46 µM],4%
COC(=O)c1cc(N=CC2=C(O)CC(C)(C)CC2=O)cc(C(=O)OC)c1,-3%,12%,-8,-1,-10%,x,-1,-4%,3%,2%,-20%
COc1ccc(CC(=O)OCC(=O)Nc2cc(Cl)ccc2C)cc1,x,-0.5%,-3,9,3%,-5,x,-20%,5%,x,-2%
CCCNC(=O)Cn1cnc2sc(C(=O)N3CCN(CCC)CC3)c(C)c2c1=O,1%,-0.2%,1,2,2%,-4,2,-10%,0%,4%,6%
N=C(N)SCc1ccccc1Cl,x,3.6%,-16,7,u,5,1,6%,5%,-2%,-17%
O=C(c1cc(C2CC2)on1)N1CCCC(N2CCN(c3cccc(C(F)(F)F)c3)CC2)C1 (stereo not given),-3%,-0.2%,1,5,-10%,11,x,-4%,-1%,-1%,-2%
Cc1ccc(N2CC(C(=O)NCC3CCCO3)CC2=O)cc1Cl (stereo not given),6%,0.0%,-13,-5,-1%,7,0,10%,2%,-4%,-1%
O=C(Cc1ccc(Nc2nc3ccc(Br)cc3[nH]2)cc1)NCCc1cccs1,0%,-0.1%,-25,-49,u,7,1,-28%,0%,4%,-1%
O=C(CN1CCN(S(=O)(=O)c2ccccc2)CC1)NCCc1ccccc1,-2%,-0.8%,12,x,0%,13,x,2%,-7%,5%,-3%
COc1cc(C2NC(=O)NC(C)=C2C(=O)OCC2CCCCC2)cc(Cl)c1O (stereo not given),-1%,0.0%,3,0,u,-12,0,-6%,0%,1%,10%
CCCCc1nc2sc3c(=O)[nH]cnc3c2c2c1CCCC2,1%,-0.1%,28,0,7%,-1,3,14%,-1%,2%,2%
c1ccc2c(c1)ccc1ccccc12,x,-0.8%,5,4,1%,-3,x,2%,-1%,x,-6%
Cc1ccc(NC(=S)NC2CCCC2)cc1,2%,-1.2%,6,-5,-29%,4,2,1%,4%,5%,-8%
CC1(C)CC(=O)c2cc(OCC(=O)N3CCN(c4ccccc4F)CC3)ccc2O1,2%,-0.1%,-3,8,-2%,-15,1,10%,-1%,-1%,5%
COc1ccc(NC(=O)C2CCC2)cc1S(=O)(=O)N1CCOCC1,x,-0.1%,0,0,1%,7,x,8%,2%,x,-6%
S=C(Nc1ccccc1Cl)N1CCN(Cc2ccccc2)CC1,x,-0.3%,23,3,-6%,-3,2,2%,5%,4%,-1%
O=C(C1COc2ccccc2O1)N1CCN(c2nc3ccccc3s2)CC1 (stereo not given),-5%,0.0%,-17,x,0%,-3,x,-5%,-3%,-5%,1%
O=C(Nc1ccc(C(=O)O)cc1)/C(=C\C=C\c1ccccc1)NC(=O)c1ccccc1Br,4%,0.1%,7,-6,u,1,-4,-10%,-5%,-3%,-3%
COc1ccccc1N1CCN(C(=O)C2=CC=CN3CCS(=O)(=O)N=C23)CC1,x,-0.6%,-23,11,0%,18,x,-1%,-2%,x,-17%
COc1ccc(-[n+]2c(C)cc(/C=C3\Sc4ccccc4N3C)cc2C)cc1,4%,3.4%,-1,0,u,3,-13,u,6%,-1%,u
CC(Sc1nncn1C)C(=O)Nc1ccc(S(N)(=O)=O)cc1 (stereo not given),x,-0.4%,20,-3,4%,-4,-1,0%,-2%,-1%,6%
COc1ccc(NC(=O)N(C)C[C@H]2Oc3ccc(NC(=O)Nc4c(C)noc4C)cc3C(=O)N([C@H](C)CO)C[C@H]2C)cc1,x,-0.3%,4,23,-3%,8,x,-9%,1%,x,7%
CCOc1ccccc1OCCOc1ccccc1CC,-3%,0.0%,-14,4,11%,-5,-1,u,5%,2%,12%
COc1ccc(NC(=O)CN(C)C(=O)c2cccc(S(=O)(=O)Nc3ccc(OC)cc3)c2)cc1,x,-0.2%,-7,0,-10%,-10,x,-14%,-4%,x,2%
O=C(Cn1ccc([N+](=O)[O-])n1)c1ccccc1,15%,0.0%,-18,13,u,-3,2,-4%,5%,-19%,5%
Cc1ccc(NC(=O)N[C@@H](CC(C)C)C(=O)O)c(C)c1,0%,-0.4%,7,1,7%,-1,6,-4%,1%,2%,-2%
COc1ccc(-c2sc3cc(OC)c(OC)cc3c2C#CC(C)(C)O)cc1,x,0.3%,-21,16,u,5,x,18%,-2%,x,-8%
CCC(C)c1ccccc1NC(=O)c1[nH]c(C)c(C(C)=O)c1C (stereo not given),7%,0.0%,46[activator],9,-3%,9,2,-9%,1%,u,-4%
CN1CCN(C(=O)c2cc3nc(-c4ccc(F)cc4)cc(C(F)(F)F)n3n2)CC1,2%,-0.2%,10,2,1%,2,-1,7%[15.4 µM],-2%,3%,-5%
COc1ccc(-c2c3c(nc4sc(C(=O)Nc5cc(C)on5)c(N)c24)CCC3)cc1,0%,-0.1%,-4,-20,-6%,-11,0,5%,2%,4%,9%
COc1ccccc1CNC(=O)C(C)NS(=O)(=O)c1ccc(C)cc1 (stereo not given),0%,-0.1%,0,-3,-1%,-5,2,8%,1%,2%,x
CC(C(=O)NC1CCCCC1)N1C(=O)c2cccc3cccc1c23 (stereo not given),-1%,0.1%,5,-39,-5%,6,x,-2%,2%,4%,2%
O=c1c2ccccc2ncn1CCCSc1ccccc1,1%,-0.2%,6,14,18%,-2,3,0%,1%,-2%,1%
C=CCOc1ccc2nnc(C)n2n1,x,-0.3%,-4,-14,-7%,x,2,-9%,1%,6%,10%
Cc1ccc(Cl)cc1NC(=O)COC(=O)c1ccccc1O,-1%,-0.8%,-10,2,0%,-12,0,6%,1%,3%,-2%
CCCC(=O)Nc1nnc(-c2ccc(Cl)s2)o1,1%,0.0%,-1,-5,u,-12,-2,21%,0%,-18%,-8%

Part of the list above in order of SMILES length, falling.
compound,GALK inhibitor,B2AR arrestin,Giardia kill,KCNH2 3.1 inh,Chronic BCR inh,KCNH2 WT inh,FBPA coupling cs,Eya2 phos inh,USP2a inh,PKM2 act,uPA surface inh
CN1CCN(C(=O)c2cc3nc(-c4ccc(F)cc4)cc(C(F)(F)F)n3n2)CC1,2%,-0.2%,10,2,1%,2,-1,7%[15.4 µM],-2%,3%,-5%
COc1ccc(-c2sc3cc(OC)c(OC)cc3c2C#CC(C)(C)O)cc1,x,0.3%,-21,16,u,5,x,18%,-2%,x,-8%
COc1ccccc1CNC(=O)C(C)NS(=O)(=O)c1ccc(C)cc1 (stereo not given),0%,-0.1%,0,-3,-1%,-5,2,8%,1%,2%,x
Cc1ccc(NC(=O)N[C@@H](CC(C)C)C(=O)O)c(C)c1,0%,-0.4%,7,1,7%,-1,6,-4%,1%,2%,-2%
CC(C(=O)NC1CCCCC1)N1C(=O)c2cccc3cccc1c23 (stereo not given),-1%,0.1%,5,-39,-5%,6,x,-2%,2%,4%,2%
CCCC(=O)Nc1nnc(-c2ccc(Cl)s2)o1,1%,0.0%,-1,-5,u,-12,-2,21%,0%,-18%,-8%
O=c1c2ccccc2ncn1CCCSc1ccccc1,1%,-0.2%,6,14,18%,-2,3,0%,1%,-2%,1%
C=CCOc1ccc2nnc(C)n2n1,x,-0.3%,-4,-14,-7%,x,2,-9%,1%,6%,10%
